Source: PubChem BioAssay
DENV2 CPE rescue: inhibitors of DENV2 cytopathic effect; CPE inhibition, % at 9.99 µM; actives 1.7% (n = 350,000); DENV2-infected cells, cytopathic effect rescue, plate reader; AID 651640; in the data active means CPE inhibition above about 20%, passing the limit was not always enough; inconclusive means no clear call, values can overlap the other calls; tested in BHK-21 cells;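 further: 0% = median of neutral control wells and 100% = median of positive control wells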
PAX8 reporter: PAX8 transcriptional activity inhibition | RMG-I TPO-luciferase reporter, SteadyGlo, 24 h | inhibition, % at 12.6 µM | actives 1.2% (n = 360,000);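 active means mean replicate inhibition at least 60% with every replicate also reaching 60%; inconclusive means only one of the two criteria is met; inactive means mean below 60% and not all replicates reaching 60%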;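 further: luciferase light reporting Pax8 driven TPO promoter activity; plate controls were median of neutral control wells for no effect and mitoxantrone controls for full effect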
INS-1E GSIS act: GLuc luminescence reporter in INS-1E cells, primary screen for activators of glucose-dependent secretion of insulin. INS-1E GLuc reporter insulin secretion, 2-3 h. activation, % at 16.6 µM. actives 0.61% (n = 370,000). AID 743287;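 active means lowest replicate activation of at least 40%, so every replicate reaches that level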;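 further: 0% = median of neutral control wells and 100% = median of IBMX positive control wells; some compounds called inactive have numbers as strong as hits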
EWS-Fli inh: blocks EWS/Fli oncoprotein-driven transcription; A673 NR0B1-luciferase reporter, viability-normalised; actives 0.67% (n = 350,000); inhibition, % at 12.6 µM; AID 651661;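 active means mean inhibition of at least 50% after viability correction, with every replicate also passing that limit; inconclusive means mean reaches 50% but only one of two replicates passes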;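 further: firefly luciferase signal divided by Alamar Blue viability fluorescence both relative to DMSO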
F508del corr: correctors of CFTR F508del function in bronchial epithelial cells | actives 0.36% (n = 350,000) | CFBE cells, YFP halide quenching; stimulated with forskolin plus potentiator P3; % fluorescence drop versus neutral controls | activity (quench increase), % at 7.58 µM;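 active means mean added fluorescence quench of at least 8% versus neutral control, with both replicates also reaching 8%; inconclusive means only one of the mean or replicate conditions met; inactive means mean below 8% and not both replicates reaching 8%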;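 further: cells transiently co-express mutant CFTR-F508del with the halide-sensitive YFP; corrector assay measuring rescue of mutant channel to the surface after 24 h compound exposure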
FN deposition inh: fibronectin deposition inhibition. AH1F fibroblasts, Alexa488-fibronectin deposition fluorescence, overnight. inhibition, % at 12.6 µM. actives 0.086% (n = 350,000). AID 743247;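 active means mean inhibition across replicates of 30% or more, regardless of how many single replicates reach that level; inconclusive means mean under 30% yet at least half of replicates reach 30%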;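 further: positive control wells lacked labelled fibronectin entirely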
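material = AH1F fibroblast monolayer depositing Alexa488-labelled fibronectin into matrix | amount = 10000 AH1F cells/well | buffer or medium = DMEM plus 2% serum, read in PBS | incubation = 1 h cell adhesion before compound, then overnight fibronectin incubation | detection = fluorescence at 485 nm excitation, 525 nm emission | evaluation = percent inhibition as loss of matrix-bound fibronectin fluorescence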
miR122 inh: miR-122 inhibition in Huh7 cells; Huh7 miR-122 Renilla luciferase sensor, 48 h; neutral wells = 0, positive control = 100; activation (reporter increase), % at 12.5 µM; actives 0.3% (n = 340,000); AID 602342;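 active means mean replicate activation score at least 90 and every replicate individually at or above 90; inconclusive means only one of the two criteria met; inactive means neither criterion met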;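 further: higher luciferase means less miR-122 activity so hits act as miR-122 inhibitors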
The depositor's hits bear a star; u = inconclusive; x = no result given; [ ] = dose if it differs, or a comment.

No.	SMILES	DENV2 CPE rescue	PAX8 reporter	INS-1E GSIS act	EWS-Fli inh
1	O=C(C1CCCCC1)N1CC2(C1)[C@H](c1ccccc1)[C@H](CO)N2Cc1nccs1	-2.1	x	-3.9	-2.4
2	Clc1ccc(OCCn2c(-c3ccco3)nc3ccccc32)cc1	x	-36.8	x	x
3	COc1ccc(C(=O)NCC(=O)N/N=C/c2ccc([N+](=O)[O-])o2)cc1OC	1.8	10.1	-6.5	23.6
4	O=C(Nc1cc(C(F)(F)F)ccc1N1CCOCC1)c1ccc2ccccc2n1	x	7.0	x	x
5	C[C@H]1CN([C@@H](C)CO)C(=O)c2cc(-c3cccc(F)c3)cnc2O[C@H]1CN(C)C(=O)C1CCOCC1	1.2	-22.4	23.7	-11.6
6	COc1ccc(NC(=O)N(C)C[C@H]2Oc3ccc(NC(=O)C4CC4)cc3CC(=O)N([C@@H](C)CO)C[C@H]2C)cc1	8.8	19.9	15.1	3.9
7	C=CCSc1nnc(NC(=O)C23CC4CC(CC(NC(C)=O)(C4)C2)C3)s1	6.5	-9.9	0.7	-11.3
8	OC[C@H]1[C@H](c2ccc(-c3ccc(F)cc3)cc2)[C@H]2CN(Cc3ccccn3)CCCCN21	10.2	5.1	-1.5	11.7

No.	F508del corr	FN deposition inh	miR122 inh
1	1.8	-2.6	x
2	x	7.8	20.9
3	-1.1	-2.2	x
4	x	-0.7	0.5
5	-0.5	x	-2.0[16.7 µM]
6	-0.8	x	8.0[16.7 µM]
7	-1.6	-4.1	x
8	2.0	x	28.3[16.7 µM]

Continued:
No.	SMILES	DENV2 CPE rescue	PAX8 reporter	INS-1E GSIS act	EWS-Fli inh
9	C[C@@H]1CN([C@@H](C)CO)C(=O)c2cc(C#CC3CCCCC3)cnc2O[C@@H]1CN(C)Cc1cccnc1	x	12.6	-7.3	6.5
10	N/C(=N\N=C/c1ccc(Br)cc1)N/N=C\c1ccc(Br)cc1	0.8	-20.6	-12.0	-5.3
11	CCOC(=O)C1=NN(C(=O)COc2ccccc2)C(O)(c2ccc(Br)cc2)C1 (configuration not stated)	x	3.1	-44.6	-6.6
12	Cc1ccc(S(=O)(=O)N2[C@@H](c3ccccc3F)C(C(=O)O)=CC[C@H]2c2cccs2)cc1	x	4.1	x	7.6
13	COc1ccc(C(=O)N/C=C/n2cnc3cc(C(F)(F)F)ccc32)cc1	-4.3	0.7	33.5	2.2
14	Cc1occc1C(=O)NNC(=O)c1ccc(F)cc1	x	-13.0	x	x
15	Cc1ccc(N(CC(=O)NC2CCC(C)CC2)S(=O)(=O)c2cccnc2)cc1 (configuration not stated)	u	10.1	-28.9	6.2
16	Cc1ccc(NC(=O)CCc2c(C)nn(-c3ccc(N4CCOCC4)nn3)c2C)cc1	2.5	-21.5	-9.1	-18.8

No.	F508del corr	FN deposition inh	miR122 inh
9	-2.1	x	7.5[16.7 µM]
10	1.4	14.0	x
11	1.0	6.5	x
12	-3.5	-1.8	x
13	-1.8	-2.6	-2.9
14	x	3.7	-8.0
15	2.1	2.1	-2.9
16	-6.3	5.0	-0.9

More compounds.
No.	SMILES	DENV2 CPE rescue	PAX8 reporter	INS-1E GSIS act	EWS-Fli inh
17	C[C@@H]1CN([C@H](C)CO)C(=O)CCCn2nncc2CO[C@@H]1CN(C)CC1CCCC1	3.2	-6.0	32.7	4.4
18	C[C@H]1CN([C@@H](C)CO)C(=O)c2cc(C#CCN(C)C)cnc2O[C@H]1CN(C)Cc1cccc(C(=O)O)c1	8.0	x	24.0	-32.2
19	Cc1cccn2c(CNCCc3ccccn3)c(C(=O)N3CCOCC3)nc12	4.4	4.0	3.3	x
20	Cc1noc(C)c1S(=O)(=O)N(C)C[C@H]1Oc2ccc(NC(=O)Nc3ccc(F)cc3)cc2CC(=O)N([C@@H](C)CO)C[C@H]1C	5.7	-22.7	-17.4	2.3
21	N#C[C@@H]1[C@@H](c2ccccc2-c2ccc(F)cc2)[C@H](CO)N1C(=O)NC1CCCC1	6.1	x	-29.6	4.9
22	C[C@H](CO)N1C[C@H](C)[C@@H](CN(C)Cc2ccc(C(=O)Nc3ccccc3N)cc2)Oc2ccc(NC(=O)CCC(F)(F)F)cc2CC1=O	4.0	-0.5	16.8	x
23	CC(=O)N1CCN(c2ccc(S(=O)(=O)N3CCOCC3)cc2[N+](=O)[O-])CC1	u	7.5	8.5	-2.7
24	O=c1[nH]cnc2c1ncn2-c1ccc(N(CCO)CCO)cc1	-4.4	-6.4	-1.6	6.3

No.	F508del corr	FN deposition inh	miR122 inh
17	-0.6	-5.1	-3.9[16.7 µM]
18	-0.2	x	-3.0[16.7 µM]
19	1.1	0.9	-1.6
20	3.2	x	17.4[16.7 µM]
21	1.6	-8.8	x
22	-1.4	-13.9	x
23	2.6	0.2	-5.4
24	5.3	5.8	x

(more compounds)
No.	SMILES	DENV2 CPE rescue	PAX8 reporter	INS-1E GSIS act	EWS-Fli inh
25	CCCc1cc(=O)oc2cc(OCc3cc(OC)c(OC)c(OC)c3)c(Cl)cc12	x	14.4	x	x
26	Cc1nc(N2CCc3ccccc3C2)[nH]c(=O)c1CCC(C)C	1.0	x	-4.6	-5.8
27	CCN(CC)S(=O)(=O)c1cccc(-c2nnc(SCC(N)=O)n2C)c1	-3.2	-7.8	7.3	3.4
28	CC1Sc2ccc(C(=O)Nc3ccc(S(=O)(=O)N(C)C)cc3)cc2NC1=O (configuration not stated)	-5.7	22.2	2.9	14.7
29	Cc1cc(=O)oc2cc(OCC(=O)OCC(=O)N3CCC(C)CC3)ccc12	6.1	-5.5	19.3	8.5
30	CCOc1ccccc1N(C(=O)Nc1cccc(Cl)c1)C1=NC(C)CS1 (configuration not stated)	-0.5	-17.6	-29.9	-3.5
31	CN(C(=O)COC(=O)CCc1c[nH]c2ccccc12)C(c1ccccc1)c1ccccc1	-10.2	11.9	-7.0	16.4
32	COc1cccc(-c2cnc3c(c2)C(=O)N([C@H](C)CO)C[C@H](C)[C@@H](CN(C)Cc2ccc(C(=O)O)cc2)O3)c1	6.9	9.8	23.1	1.6

No.	F508del corr	FN deposition inh	miR122 inh
25	x	2.2	2.0
26	-0.9	x	1.9
27	-2.7	6.7	-2.3
28	-0.3	-5.3	1.6
29	-0.4	-7.6	x
30	x	-2.2	6.8
31	x	4.6	x
32	-0.5	-19.5	-5.7[16.7 µM]

(next part)
No.	SMILES	DENV2 CPE rescue	PAX8 reporter	INS-1E GSIS act	EWS-Fli inh
33	O=C(O)c1cccc(N2C(=O)/C(=C/c3ccc([N+](=O)[O-])cc3)C=C2c2ccccc2)c1	-2.3	23.6	-5.0	40.8
34	COC(=O)c1cc(S(=O)(=O)N2CCN(c3ccc([N+](=O)[O-])cc3)CC2)c[nH]1	4.6	1.0	-19.0	9.8
35	Nc1ccc(N=Nc2ccccc2O)c(N)c1	-2.8	-164.4	1.4	-72.3
36	Cc1ccc2nc(Nc3ccccc3)cc(C)c2c1	-7.8	8.9	-9.5	-90.3
37	CC(=O)OCCc1c2ccccc2c(CCCN(C)C)c2ccccc12	6.2	17.4	x	-21.8
38	CC(C)NC(=O)N(C)C[C@@H]1Oc2c(NC(=O)C3CCOCC3)cccc2C(=O)N([C@@H](C)CO)C[C@@H]1C	3.2	-32.5	33.9	-5.4
39	O=C(NCc1cccs1)C1CC(c2ccc(Cl)c(Cl)c2)=NO1 (configuration not stated)	-3.2	14.8	5.6	11.9
40	O=C(c1cccc([N+](=O)[O-])c1)N1CCN(S(=O)(=O)N2CCCCC2)CC1	14.5	5.3	3.3	x

No.	F508del corr	FN deposition inh	miR122 inh
33	2.8	-5.7	4.3
34	-1.2	4.8	5.1
35	2.4	2.1	-7.9
36	-7.0	-7.0	1.2
37	5.0	-6.6	x
38	1.2	x	-8.3[16.7 µM]
39	1.7	9.4	x
40	0.5	-7.5	2.5

6 entries from above, ordered by the value under DENV2 CPE rescue, high to low:
nr | SMILES | DENV2 CPE rescue
21 | N#C[C@@H]1[C@@H](c2ccccc2-c2ccc(F)cc2)[C@H](CO)N1C(=O)NC1CCCC1 | 6.1
34 | COC(=O)c1cc(S(=O)(=O)N2CCN(c3ccc([N+](=O)[O-])cc3)CC2)c[nH]1 | 4.6
16 | Cc1ccc(NC(=O)CCc2c(C)nn(-c3ccc(N4CCOCC4)nn3)c2C)cc1 | 2.5
26 | Cc1nc(N2CCc3ccccc3C2)[nH]c(=O)c1CCC(C)C | 1.0
35 | Nc1ccc(N=Nc2ccccc2O)c(N)c1 | -2.8
28 | CC1Sc2ccc(C(=O)Nc3ccc(S(=O)(=O)N(C)C)cc3)cc2NC1=O (configuration not stated) | -5.7

Other records:
No.	SMILES	DENV2 CPE rescue	PAX8 reporter	INS-1E GSIS act	EWS-Fli inh
41	Cc1ccc2[nH]c(=O)c(COC(=O)C3CCCCC3)cc2c1	9.8	1.9	6.3	-2.5
42	Cc1c(-c2csc(N)n2)cnn1C	0.3	0.3	2.3	-18.1
43	Cc1ccc(S(=O)(=O)N2CCN(C(=O)CCn3nc(C)c(C)c3C)CC2)cc1C	-0.8	-41.5	2.9	-0.4
44	CCOC(=O)CSc1nnc(Cn2nnc(-c3ccccc3)n2)n1C	x	-18.3	x	x
45	CCCN(C)C[C@@H]1Oc2cc(C#CC3CCCC3)ccc2S(=O)(=O)N([C@@H](C)CO)C[C@@H]1C	5.8	11.0	1.3	-18.3
46	CCCNC(=O)N1CC2(C1)[C@@H](c1ccccc1)[C@@H](CO)N2C(=O)C1CCC1	-7.2	x	-4.6	2.1
47	COc1ccc(S(=O)(=O)N2CCOCC2)cc1NC(=O)COC(=O)c1[nH]c(C)c(C(C)=O)c1C	-5.0	27.2	22.1	5.2
48	C[C@H](CO)N1C[C@H](C)[C@H](CN(C)Cc2ccc(C(F)(F)F)cc2)OCCCC[C@H](C)Oc2ccc(NC(=O)CCCN(C)C)cc2C1=O	-6.1	28.2	17.2	67.9*

No.	F508del corr	FN deposition inh	miR122 inh
41	-1.8	-7.7	-19.2
42	-0.7	0.8	0.0
43	-1.5	-8.5	x
44	x	-4.6	-12.8
45	1.5	0.5	-2.7[16.7 µM]
46	0.8	-7.0	x
47	-3.7	0.4	7.4
48	-4.1	x	-31.0[16.7 µM]

Remaining list, next part
No.	SMILES	DENV2 CPE rescue	PAX8 reporter	INS-1E GSIS act	EWS-Fli inh
49	COCC#Cc1ccc([C@@H]2[C@@H](CO)N3C(=O)CN(C(=O)C4CCCC4)C[C@H]23)cc1	-0.4	x	-3.1	1.2
50	N#C[C@@H]1[C@H](c2ccccc2-c2ccccc2)[C@@H](CO)N1C(=O)Cc1ccccc1	-12.1	2.3	-9.9	-4.0
51	O=C(c1cccs1)N(Cc1nc2sc3c(c2c(=O)[nH]1)CCCC3)C1CCCC1	x	20.4	x	x
52	CN(Cc1nc2ccccc2c(=O)[nH]1)Cc1nc2ccsc2c(=O)[nH]1	-2.7	21.9	14.4	16.5

No.	F508del corr	FN deposition inh	miR122 inh
49	-1.6	-6.1	x
50	1.6	-7.6	x
51	x	12.0	7.3
52	-0.1	12.9	x

Pulled by structure from the entries so far:
No.	SMILES	DENV2 CPE rescue	PAX8 reporter	INS-1E GSIS act	EWS-Fli inh
7	C=CCSc1nnc(NC(=O)C23CC4CC(CC(NC(C)=O)(C4)C2)C3)s1	6.5	-9.9	0.7	-11.3
37	CC(=O)OCCc1c2ccccc2c(CCCN(C)C)c2ccccc12	6.2	17.4	x	-21.8
24	O=c1[nH]cnc2c1ncn2-c1ccc(N(CCO)CCO)cc1	-4.4	-6.4	-1.6	6.3

No.	F508del corr	FN deposition inh	miR122 inh
7	-1.6	-4.1	x
37	5.0	-6.6	x
24	5.3	5.8	x
